# PPC-1+TRAIL kill: compounds killing PPC-1 cancer cells with TRAIL present (potentiator screen, no TRAIL-free arm); 0.41% of 220,000 active; PPC-1 cells + TRAIL, ATPLite viability luminescence; cell killing (% activity), % at 4 µM;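 active = cell killing above 50% in the first pass at 4 µM, then a duplicate retest at 5 µM averaging 50% or more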;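 note: plate controls were cells with TRAIL plus DMSO for no effect and medium-only wells lacking cells for full effect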
# 14-3-3 Bad inh: disrupts binding of bovine 14-3-3 zeta to phospho-Bad peptide | P63103 | TR-FRET 14-3-3zeta/Dy647-pBad peptide displacement, 1 h | inhibition, % at 21.7 µM | 0.71% of 220,000 active;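 active = inhibition above about 70%, limit read from the data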;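 note: 0% = full 14-3-3 plus peptide FRET controls and 100% = background without 14-3-3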
# NPY Y1 blocker: NPY-Y1 (human) receptor antagonism; P25929; HEK293-CNG Y1 cells, membrane potential fluorescence; NPY at EC95, then isoproterenol; inhibition, % at 3.6 µM; 1% of 200,000 active;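 active = inhibition above the campaign mean inhibition of all tested compounds plus 3 SD, cut at about 20% in these data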;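 note: 0% = DMSO wells given NPY plus isoproterenol and 100% = isoproterenol alone without NPY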
# Target sequence (P25929 whole entry, looked up): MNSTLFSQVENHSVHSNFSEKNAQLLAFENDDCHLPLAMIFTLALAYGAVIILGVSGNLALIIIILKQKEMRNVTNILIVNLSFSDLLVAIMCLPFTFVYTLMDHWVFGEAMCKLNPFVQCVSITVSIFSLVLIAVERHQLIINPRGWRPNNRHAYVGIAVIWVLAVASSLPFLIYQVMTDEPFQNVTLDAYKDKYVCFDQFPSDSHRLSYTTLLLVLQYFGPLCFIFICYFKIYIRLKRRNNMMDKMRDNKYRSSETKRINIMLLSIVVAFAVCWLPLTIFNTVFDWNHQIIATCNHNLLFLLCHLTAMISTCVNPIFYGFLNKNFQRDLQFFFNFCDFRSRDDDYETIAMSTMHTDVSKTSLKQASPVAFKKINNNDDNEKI
#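 material = HEK293 cells with Y1 receptor plus CNG channel | also added = NPY 25 nM then isoproterenol 1 µM plus Ro 20-1724 25 µM | schedule = dye 3 h, compound 60 min room temperature, stimulation 45 min | measured by = membrane potential fluorescence | benchmarks = high control isoproterenol alone, low control NPY with isoproterenol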
# CHOP inhibitor: inhibitors of CHOP induction in ER stress response. CHO-K1 CHOP-promoter luciferase, tunicamycin-induced, 15-18 h. 3.8% of 220,000 active. inhibition, % at 10 µM;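 active = compounds that reduced the stress-induced luciferase reporter signal by more than about 70% of percent inhibition, limit read from the data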;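 note: 0% = tunicamycin plus vehicle and 100% = wells without tunicamycin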
# EP2 mod: EP2 receptor (human) modulation; AID 940; EP2-expressing cells, cAMP HTRF FRET, PGE2 co-stimulation; induction, % at 25 µM; 0.83% of 260,000 active; P43116;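 active = compounds whose cAMP rise, as percent of the full-agonist control response, exceeds 60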;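 note: rat C6 glioma line stably carrying human EP2 under a CMV promoter; the protocol text gives 20 µM as final concentration; 100% = response of wells given 1 µM PGE2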
# zfTRPN1 agonist: zebrafish TRPN1 (NompC) channel agonism; HEK293 zebrafish TRPN1-YFP, Fluo-8 calcium fluorescence; 100% = response to 87 µM carbachol; activation, % at 3 µM; 0.18% of 220,000 active; AID 1424;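 active = activation above its plate's cutoff, the mean activation of test wells on that plate plus 3 SD, cut at about 19% in these data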;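 note: 0% = DMSO alone and 100% = 87 µM carbachol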
#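 System: zebrafish TRPN1-YFP in HEK293 cells / Dosing: 3 µM single point / Timing: dye loading 1 h at 37 °C, then 30 min room temperature / Signal: Fluo-8 calcium fluorescence, excitation 470-495 nm, emission 515-575 nm / Read-out basis: percent activation from peak over basal fluorescence ratio, control-normalized / Control set: high carbachol 87 µM, low DMSO alone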
# TRPML3 ag: activates the human TRPML3 channel. HEK293 TRPML3-YFP, Fluo-8 calcium fluorescence; 100% = the carbachol control signal. 0.29% of 220,000 active. AID 1448. activation, % at 3 µM;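 active = activation above its plate's cutoff, the mean activation of the plate's test wells plus 3 SD, cut at about 12% in these data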;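 note: 0% = DMSO only wells and 100% = carbachol wells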
# Target sequence (Q8TDD5 whole entry, looked up): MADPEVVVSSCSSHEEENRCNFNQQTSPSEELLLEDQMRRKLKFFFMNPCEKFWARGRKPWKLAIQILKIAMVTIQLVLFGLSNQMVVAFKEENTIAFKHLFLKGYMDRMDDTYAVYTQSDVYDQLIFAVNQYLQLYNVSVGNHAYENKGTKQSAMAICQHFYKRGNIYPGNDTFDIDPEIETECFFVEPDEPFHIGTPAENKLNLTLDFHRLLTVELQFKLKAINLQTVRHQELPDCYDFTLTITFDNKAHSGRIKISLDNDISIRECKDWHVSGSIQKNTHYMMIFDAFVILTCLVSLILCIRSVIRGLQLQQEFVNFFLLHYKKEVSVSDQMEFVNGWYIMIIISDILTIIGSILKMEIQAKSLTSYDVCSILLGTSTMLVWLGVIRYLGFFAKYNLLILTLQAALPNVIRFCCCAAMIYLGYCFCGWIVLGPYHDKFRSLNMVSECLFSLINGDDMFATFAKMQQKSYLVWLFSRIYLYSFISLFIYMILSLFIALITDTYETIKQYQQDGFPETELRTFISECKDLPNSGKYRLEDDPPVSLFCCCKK
#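 Test system: HEK293 cells stably carrying human TRPML3-YFP; Doses: single dose, 3 µM final nominal compound, 0.3% DMSO final; Schedule: dye loading 1 h 37 °C then 30 min ambient, 125 s read; Technique: Fluo-8 calcium fluorescence; Benchmarks: high control carbachol 87 µM, low control DMSO.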
# NPY1 pot ag: potentiates or activates human NPY-Y1 receptor | P25929 | NPY-Y1 expressing cells, potentiator/agonist activation | activation, % at 3.6 µM | 0.37% of 220,000 active | AID 1304; in the data active = activation above about 33%, passing the limit was not always enough;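 note: cells stimulated with NPY at EC10 then isoproterenol at EC100; 0% = low agonist plus stimulus and 100% = saturating agonist plus stimulus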
# PGE2 EP2 inh: inhibitors of human EP2 prostaglandin E2 receptor. P43116. C6 glioma cells expressing human EP2, cAMP TR-FRET; cells stimulated with saturating PGE2. inhibition, % at 25 µM. 0.52% of 260,000 active. AID 1422;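 active = percent inhibition above 40 after rounding to a whole number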;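 note: rat C6 glioma host cells with rolipram phosphodiesterase inhibitor present; the protocol text gives 20 µM as final concentration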
# An asterisk follows results filed as active; nt = no result given; & = joins results of further samples; [ ] = another dose, or the depositor's remark.
SMILES,PPC-1+TRAIL kill,14-3-3 Bad inh,NPY Y1 blocker,CHOP inhibitor,EP2 mod,zfTRPN1 agonist,TRPML3 ag,NPY1 pot ag,PGE2 EP2 inh
CC1(C)C2CC=C(/C=N/n3cnnc3)C1C2 (centres undefined),-2,12,-4,1,-4,0.3,0.7,-2,10
CC(C)CC(=O)N1CCN(Cc2ccc3c(c2)OCO3)CC1,16,59,6,11,10,0.6,0.8,-21,14
O=S(=O)(c1ccc(-c2ccccc2)cc1)N1CCOCC1,33,1[fluorescence artefact?],-2,33,-5,0.7,-0.1,-25,12
N#Cc1cc(-c2ccccc2)nc(Oc2ccccc2)n1,23,0,3,32,19,1.3,2.1,1,8
Cc1ccc(C(=O)NC(=S)Nc2nc(-c3cccc([N+](=O)[O-])c3)cs2)c(Cl)c1,28,2,-4,37,-1,0.0,-0.1,14,11
Clc1cccc(Cl)c1Cn1c(-c2cccnc2Cl)nc2ccccc21,6,-4,-2,11,45,-0.1,-1.9,32,5
O=CNCCCc1nc2ccccc2n1Cc1cccc2ccccc12,-20,7,7,-4,19,1.2,1.5,4,6
NNC(=O)c1ccc(COc2ccccc2)cc1,9,-3[fluorescence artefact?],3,5,-4,3.5,0.0,-26,8
c1ccc(-c2nc(C3CCCCC3)no2)cc1,2,1[fluorescence artefact?],-5,44,21,0.8,1.1,-14,13
CCCCCC(=O)Nc1cc2[nH]c(=O)cc(COC)c2cc1C,16,1,-2,14,9,0.1,0.9,6,7
CCCCN(CCCC)CC(O)COc1ccc(Br)cc1 (centres undefined),19,-3,nt,16,14,-0.8,0.1,0,4
C=CCOC(=O)C1C(=O)CC(C)(O)C(C(=O)OCC=C)C1c1ccc(OCC)cc1 (centres undefined),22,4,14,34,8,-1.0,-0.6,-16,12
Cc1cc(C)n(CCc2nc(-c3ccc(C(C)(C)C)cc3)cs2)n1,8,3,0,67,32,-2.0,-0.4,-5,11
Cc1oc2c(c1C(=O)NCc1cc(C(=O)O)co1)CCCC2,11,-3,2,12,26,0.4,-0.1,6,12
Cc1cccc(OC(=O)CCN2C(=O)C3C4C=CC(C5CC45)C3C2=O)c1C (centres undefined),8,14,0,-3,-17,-0.3,2.2,-15,0
Nc1nc2ccc(Oc3ccccc3)cc2s1,34,39,0,42,35,-2.1,-0.9,6,6
CCCCc1ccc(NC(=S)NCCc2ccc(F)cc2)cc1,-1,-6,14,17,-40,0.2,0.2,-19,7
CCn1c(SCC(=O)Nc2nnc(C)s2)nnc1-c1ccco1,2,-4,-2,-30,0&7,0.6,-0.7,-10,6&5
CN(C)CCCN(C(=O)c1ccc(S(=O)(=O)N(C)C)cc1)c1nc2ccc(F)cc2s1,22,1,0,7,-31,1.6,0.4,-1,12
OCC1(O)OC[C@@H](O)[C@H]1O (some centres undefined),-27,5,nt,-11,21,nt,nt,nt,15
CCOC(=O)c1sc2cc([N+](=O)[O-])cc(SCC(C)C)c2c1N,0,0,-6,12,31,0.5,1.7,22,7
COc1c(S(=O)(=O)NCCN2CCOCC2)ccc(Cl)c1Cl,20,-5,-1,11,9,-0.1,1.0,-13,-3
CC1(C)CC(NCc2ccccc2)CCO1 (centres undefined),20,-5,-2,-8,3,0.8,1.0,5,4
NS(=O)(=O)c1cccc(NS(=O)(=O)c2cccc(C(F)(F)F)c2)c1,0,5,nt,-15,-16,1.6,0.9,-8,5
C=CCc1ccc(OCCOCCOc2ccccc2[N+](=O)[O-])c(OC)c1,-2,-5[fluorescence artefact?],10,12,-40,-1.2,-0.1,-17,18
CCOC(=O)N1CCC(NS(=O)(=O)c2ccc3c(c2)CCN3C(C)=O)CC1,16,2[fluorescence artefact?],7,73*,19,-1.3,-0.2,5,13
CCN(C(=O)C1CCCCC1)c1nnc(-c2cccnc2)s1,4,77*,-14,-7,3,1.9,0.4,31,nt
CCC(CO)NCC#Cc1ccccc1 (centres undefined),14,-4,1,8,0,0.9,1.4,-2,5
CN(c1ccc2nc3ccccc3c(=O)n2n1)C1CCCCC1,nt,-13,6,84*,0,-0.1,0.4,2,10
COC(=O)c1ccc(CSc2nnc(-c3ccccc3)n2C)o1,22,-9,0,-6,12,-0.6,0.6,10,5

# For convenience, part of the list above:
SMILES,PPC-1+TRAIL kill,14-3-3 Bad inh,NPY Y1 blocker,CHOP inhibitor,EP2 mod,zfTRPN1 agonist,TRPML3 ag,NPY1 pot ag,PGE2 EP2 inh
CC1(C)C2CC=C(/C=N/n3cnnc3)C1C2 (centres undefined),-2,12,-4,1,-4,0.3,0.7,-2,10
CC(C)CC(=O)N1CCN(Cc2ccc3c(c2)OCO3)CC1,16,59,6,11,10,0.6,0.8,-21,14

# (more compounds)
SMILES,PPC-1+TRAIL kill,14-3-3 Bad inh,NPY Y1 blocker,CHOP inhibitor,EP2 mod,zfTRPN1 agonist,TRPML3 ag,NPY1 pot ag,PGE2 EP2 inh
COc1ccccc1N1CCN(c2cnccn2)CC1,11,-2,-6,9,22,-0.6,0.1,-6,10
Cc1ccc(NC(=S)N(CCN(C)C)C(C)c2ccco2)cc1Cl (centres undefined),16,-2,nt,28,37,1.4,1.0,6,5
CCOC(=O)C1CCN(c2c(NCc3ccc(C(=O)N(C)Cc4ccccc4)cc3)c(=O)c2=O)CC1,4,-10,-3,-2,6,-0.1,0.6,19,5
O=Cc1ccc(OC(=O)c2cc(Cl)nc3ccccc23)cc1,20,9,6,85*,27,0.4,0.2,-7,5
Cn1c(C(=O)N2CCCc3ccccc32)cc2sccc21,1,-8[fluorescence artefact?],6,30,66*,-2.7,-0.9,9,9
CC(=O)NC(C)C(=O)OCC(=O)c1ccc(Cl)s1 (centres undefined),-1,-1,-3,1,6,1.4,0.6,10,8
COCCCNC(=O)C1CC(=O)N(Cc2ccc(OC)cc2)C1 (centres undefined),1,48,6,8,5,1.4,0.4,-7,3
CCOc1cc(C(=O)NC2=NCCS2)cc(OCC)c1OCC,20,-8,1,15,3,0.7,0.9,9,5
Cc1ccc(C(=O)CSc2nnc(-c3ccncc3)n2C)cc1,7,8,-5,-1,18,1.1,0.7,0,12
Cc1cnc(C(=O)OCC(=O)NC2CCCCC2)cn1,-4,-4,5,0,7,1.6,0.2,0,11
CCCCOCP(=O)(CC)COCCCC,0,2,3,-22,-4,-0.8,1.4,1,17
CNCc1ccccc1Sc1cccc2ccccc12,32,-18,7,28,13,2.7,2.6,-17,9
COc1ccccc1NC(=O)C(=O)NCc1ccncc1,16,-3,-4,-2,16,0.8,0.1,-20,5
O=C(COC(=O)CCc1ccc(S(=O)(=O)N2CCCCC2)cc1)Nc1cccc2ccccc12,3,-2,13,25,-8,0.8,0.7,-21,3
CCOC(=O)c1c(C)oc2c1cc(O)c1ccccc12,36,7,-2,77*,-2,0.3,-0.1,-3,8
O=C(N/N=C\c1cccnc1)C1c2ccccc2Oc2ccccc21,4,-8,2,1,-5,0.8,0.4,-3,8
Cc1nc(N2CCOCC2)[nH]c(=O)c1C,9,-10,-3,2,28,0.5,1.0,8,8
CCC(C)NC(=O)C(=O)NCc1ccncc1 (centres undefined),5,69,-3,14,-10,-1.9,0.2,12,3
CCCc1cc(=O)[nH]c(SCc2ccccc2)n1,11,1,14,46,14,0.7,-1.0,-29,6
CCN(CC)C(=O)CSc1nc2cc3c(cc2c(=O)n1CCCC(=O)NCc1ccc(OC)cc1)OCO3,nt,25,1,9,16,0.2,0.4,-4,5

# 2 entries from above, as tab-separated lines:
smiles	PPC-1+TRAIL kill	14-3-3 Bad inh	NPY Y1 blocker	CHOP inhibitor	EP2 mod	zfTRPN1 agonist	TRPML3 ag	NPY1 pot ag	PGE2 EP2 inh
CNCc1ccccc1Sc1cccc2ccccc12	32	-18	7	28	13	2.7	2.6	-17	9
CCC(C)NC(=O)C(=O)NCc1ccncc1 (centres undefined)	5	69	-3	14	-10	-1.9	0.2	12	3

# (cont.)
SMILES,PPC-1+TRAIL kill,14-3-3 Bad inh,NPY Y1 blocker,CHOP inhibitor,EP2 mod,zfTRPN1 agonist,TRPML3 ag,NPY1 pot ag,PGE2 EP2 inh
COc1cccc(NC(=S)NNC(=O)c2ccccc2OC(F)F)c1,21,-17,6,3,2,0.8,0.7,-17,12
Cc1ccc(CN2CCN(Cc3cccc(C)n3)CC2CCO)cc1 (centres undefined),nt,-19,1,1,-7,1.4,-0.1,9,8
COc1ccc(Cc2n[nH]c(=O)c3ccccc23)cc1OC,16,8,2,7,23,1.3,0.8,-26,4
O=C(Nc1cc(S(=O)(=O)N2CCCCC2)ccc1O)c1ccccc1NS(=O)(=O)c1ccc(F)cc1,10,-7[fluorescence artefact?],3,25,20,1.1,1.1,18,4
CCC(=O)Nc1ccc(Cl)c(NC(=O)c2cccnc2)c1,48,-1,8,8,33,2.1,0.8,-6,14
COc1n[nH]c(C(=O)Nc2cc(Cl)ccc2Cl)c1[N+](=O)[O-],16,-30,-7,-24,17,-0.6,-0.5,6,6
O=C(Nc1ccc(CN2CCOCC2)cc1)c1ccc(-c2ccc(Br)cc2)o1,6,0[fluorescence artefact?],31*,80*,-1,4.5,1.5,-60,37
O=C(Nc1c(-c2cccs2)nc2ccccn12)c1ccc2ccccc2c1,3,-2[fluorescence artefact?],4,40,22,2.0,0.1,-3,5
CCOC(=O)C1=C(N)OC2=C(C(=O)CCC2)C1c1cccs1 (centres undefined),-1,23,-2,5,12,0.3,0.8,-13,1
COc1ccc(-n2nnnc2-c2cnc3cc4c(cc3c2C)OCO4)cc1,-3,7[fluorescence artefact?],0,14,-54,-1.4,0.4,-2,12
CCCOC(=O)CSc1nc(N)c(C#N)c(CC)c1C#N,-7,-1,4,37,-3,0.2,0.5,-50,13
CC(C)CCNC(=O)Cc1ccccc1[N+](=O)[O-],11,5,3,2,-13,-0.4,-0.5,3,9
Cc1ccc(NNC(=O)c2ccno2)cc1Cl,9,-9,nt,-12,8,0.6,0.0,-5,9
O=C(NCc1ccco1)c1c(F)cccc1Cl,11,3[fluorescence artefact?],-5,-3,20,1.6,0.6,0,6
COc1ccc(Sc2cnn(-c3ccccc3)c(=O)c2Cl)cc1,8,-16[fluorescence artefact?],-5,66,-24,-0.3,-0.6,-33,15
CCCC(NCC(O)COc1ccc(-c2ccccc2)cc1)c1ccccc1 (centres undefined),4,2,2,103*,-8,-0.6,0.6,-19,6
COc1ccc(OCc2nn3c(-c4ccccn4)nnc3s2)cc1,6,-2,3,-14,18,1.4,0.2,-23,10
COC(=O)C1=C(C(=O)OC)C2(OC1c1ccc(Br)cc1)C(=O)c1ccccc1C2=O (centres undefined),16,-9,2,25,24,0.1,1.2,3,11
CC(C)N1CCN(Cc2nc3ccccc3s2)CC1CCO (centres undefined),nt,-8,2,-10,4,-0.4,0.7,34,5
Oc1ccc(/C=N/Nc2cc(N3CCOCC3)nc(N3CCOCC3)n2)cc1O,7,1[fluorescence artefact?],-8,-82,14,1.8,0.1,1,26

# Bioassay records from PubChem BioAssay.

# An excerpt. The share of hits here may be higher or lower than overall.
